From PubChem BioAssay
PAFAH1B3 inh = PAFAH1B3 (human) inhibition. Q15102. recombinant PAFAH1B3, FP-rhodamine probe, fluorescence polarization. inhibition, % at 3.39 µM. 0.28% of 340,000 active. AID 492972;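 active = inhibition above the screen-wide average of all tested compounds plus 3 SD, cut at about 25% in these data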;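 note: 0% = enzyme with DMSO only and 100% = wells lacking PAFAH1B3 protein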
Target sequence (Q15102 whole entry, looked up): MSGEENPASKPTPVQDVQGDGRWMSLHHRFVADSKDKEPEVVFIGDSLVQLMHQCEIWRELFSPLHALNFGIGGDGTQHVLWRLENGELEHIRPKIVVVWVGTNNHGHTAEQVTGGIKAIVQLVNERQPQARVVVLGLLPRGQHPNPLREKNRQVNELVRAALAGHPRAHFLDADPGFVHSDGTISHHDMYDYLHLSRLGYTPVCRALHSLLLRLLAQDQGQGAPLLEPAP
LYPLA1 inh = counter-screen for PME1 inhibitors: inhibitors of human LYPLA1. O75608. recombinant LYPLA1, FP-Rh probe fluorescence polarization. inhibition, % at 5.9 µM. 0.16% of 320,000 active;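 active = inhibition above the mean of all tested compounds plus 3 SD, set per campaign, cut at about 14% in these data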;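 note: inhibitors block serine hydrolase probe labeling of LYPLA1 so polarization falls; 0% = enzyme with DMSO and 100% = wells lacking LYPLA1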
LYPLA2 counter = counter-screen for PME1 inhibitors: inhibitors of human LYPLA2 | recombinant LYPLA2, FP-Rh probe fluorescence polarization | inhibition, % at 5.9 µM | 0.38% of 320,000 active | AID 2177;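 active = inhibition above the screen-wide mean plus 3 SD, limit set per campaign, cut at about 26% in these data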;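 note: 0% = LYPLA2 with DMSO and 100% = wells lacking LYPLA2 enzyme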
Target sequence (O95372 whole entry, looked up): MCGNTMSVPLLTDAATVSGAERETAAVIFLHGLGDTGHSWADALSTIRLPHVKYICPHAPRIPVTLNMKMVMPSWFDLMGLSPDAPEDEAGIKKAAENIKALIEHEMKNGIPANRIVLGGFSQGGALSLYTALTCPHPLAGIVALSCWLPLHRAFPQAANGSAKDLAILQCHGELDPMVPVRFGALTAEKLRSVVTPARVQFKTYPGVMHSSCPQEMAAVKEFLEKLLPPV
PAD4 FP inh = inhibitors of human PAD4 | AID 485272 | recombinant PAD4, RCA probe fluorescence polarization | 0.41% of 330,000 active | Q9UM07 | inhibition, % at 6.36 µM;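 active = percent inhibition above a cutoff equal to the mean of all tested compounds plus 3 SD, cut at about 15% in these data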;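 note: 0% = PAD4 with RCA probe and DMSO and 100% = probe without PAD4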
PAFAH1B2 FP inh = blocks human PAF acetylhydrolase 1b catalytic subunit 2; P68402; recombinant PAFAH1B2, FP-rhodamine activity probe, fluorescence polarization; inhibition, % at 3.39 µM; 1.2% of 340,000 active; AID 492953;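 active = inhibition above the mean of all tested compounds plus 3 SD, cut at about 24% in these data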;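 note: 0% = enzyme with DMSO and 100% = wells lacking PAFAH1B2; many of its hits are not listed in these tables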
Target sequence (P68402 whole entry, looked up): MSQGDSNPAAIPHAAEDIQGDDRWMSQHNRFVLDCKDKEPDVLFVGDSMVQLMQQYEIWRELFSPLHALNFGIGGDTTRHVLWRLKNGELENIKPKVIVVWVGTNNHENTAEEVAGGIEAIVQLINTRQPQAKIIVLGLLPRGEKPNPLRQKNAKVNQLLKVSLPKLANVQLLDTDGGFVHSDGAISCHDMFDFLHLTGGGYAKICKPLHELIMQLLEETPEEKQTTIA
pPAFAH FP inh = pPAFAH (human) enzyme inhibition | recombinant pPAFAH, FP-rhodamine probe fluorescence polarization | inhibition, % at 3.39 µM | 1.5% of 330,000 active | Q13093;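 active = inhibition above the mean inhibition across the screen plus 3 SD, cut at about 25% in these data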;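 note: inhibitors block binding of the rhodamine activity-based probe so polarization drops; 0% = enzyme with DMSO and 100% = wells lacking pPAFAH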
PREPL inhibitor = human PREPL enzyme inhibition. Q4J6C6. recombinant PREPL, fluorescence polarization activity-based probe. inhibition, % at 5.96 µM. 0.68% of 320,000 active; in the data active = inhibition above about 43%;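 note: 0% = enzyme with DMSO and 100% = wells lacking enzyme; many of its hits are not listed in these tables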
PAFAH2 FP inh = inhibitors of human PAFAH2; Q99487; recombinant PAFAH2, FP-rhodamine activity probe, fluorescence polarization; inhibition, % at 3.39 µM; 0.99% of 340,000 active;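 active = inhibition above the mean over all tested compounds plus 3 SD, cut at about 30% in these data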;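 note: inhibitors block probe labeling of enzyme so polarization drops; 0% = enzyme with DMSO and 100% = wells lacking PAFAH2 protein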
GSTO1 counter = GSTO1 inhibition, counter-screen for RBBP9 inhibitors; recombinant GSTO1, activity-based probe fluorescence polarization; inhibition, % at 5.96 µM; 1.1% of 300,000 active; P78417; AID 1974;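 active = inhibition above the campaign mean inhibition plus 3 SD, cut at about 35% in these data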;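 note: 0% = GSTO1-1 with DMSO and 100% = wells lacking GSTO1-1 enzyme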
Target sequence (P78417 whole entry, looked up): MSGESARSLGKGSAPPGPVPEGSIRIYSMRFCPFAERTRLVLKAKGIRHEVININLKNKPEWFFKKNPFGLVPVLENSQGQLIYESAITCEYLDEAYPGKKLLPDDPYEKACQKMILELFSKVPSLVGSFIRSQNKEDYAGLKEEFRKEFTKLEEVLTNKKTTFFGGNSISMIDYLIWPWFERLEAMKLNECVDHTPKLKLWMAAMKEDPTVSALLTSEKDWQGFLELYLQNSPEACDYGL
An asterisk follows results filed as active. Not all compounds are listed (hit frequency here may not be typical).

`NC(N)=NC(N)=Nc1ccc(O)cc1` gave PAFAH1B3 inh 8, LYPLA1 inh 0, LYPLA2 counter -7, PAD4 FP inh 3, PAFAH1B2 FP inh -3, pPAFAH FP inh -2, PREPL inhibitor 25, PAFAH2 FP inh 1 and GSTO1 counter -1.
CC(C)(C)c1ccc(C(=O)N/N=C2\C3CN4CCN(C3)CC2(c2ccccc2)C4)cc1 was read as PAFAH1B3 inh 14, LYPLA1 inh 0, LYPLA2 counter 6, PAD4 FP inh 0, PAFAH1B2 FP inh 3, pPAFAH FP inh -1, PREPL inhibitor 10, PAFAH2 FP inh -3 and GSTO1 counter 10.
COc1ccccc1-c1nnc(NC(=O)c2ccccc2F)o1 was read as PAFAH1B3 inh 5, LYPLA1 inh 3, LYPLA2 counter 5, PAD4 FP inh 1, PAFAH1B2 FP inh 4, pPAFAH FP inh 0, PREPL inhibitor 10, PAFAH2 FP inh -6 and GSTO1 counter -6.
COc1cc(Cl)c(C)cc1NC(=O)c1ccc(NS(=O)(=O)c2ccc(F)c(F)c2)cc1 was read as PAFAH1B3 inh 6, LYPLA1 inh -7, LYPLA2 counter -6, PAD4 FP inh -2, PAFAH1B2 FP inh -1, pPAFAH FP inh 5, PREPL inhibitor 4, PAFAH2 FP inh -2 and GSTO1 counter 0.
Cc1cc(NC(=O)Cc2ccccc2C)no1 was read as PAFAH1B3 inh 15, LYPLA1 inh -2, LYPLA2 counter 0, PAD4 FP inh 0, PAFAH1B2 FP inh 6, pPAFAH FP inh 5, PREPL inhibitor -11, PAFAH2 FP inh 0 and GSTO1 counter 0.
`Clc1ccc(Sc2cc(Cl)c(-c3ccccc3)nn2)cc1` gave PAFAH1B3 inh 6, LYPLA1 inh -2, LYPLA2 counter 6, PAD4 FP inh -3, PAFAH1B2 FP inh 3, pPAFAH FP inh 6, PREPL inhibitor 0, PAFAH2 FP inh 1 and GSTO1 counter -3.
For CN1CCN(NC(=O)c2ccccc2F)CC1 the results were PAFAH1B3 inh 3, LYPLA1 inh 2, LYPLA2 counter 0, PAD4 FP inh -8, PAFAH1B2 FP inh 3, pPAFAH FP inh -1, PREPL inhibitor -5, PAFAH2 FP inh -9 and GSTO1 counter -8.
Screening CCC1CCCCN1C(=S)NC(=O)c1ccco1 (centres undefined) returned PAFAH1B3 inh 9, PAD4 FP inh -7, PAFAH1B2 FP inh 6, pPAFAH FP inh -4, PREPL inhibitor 0 and PAFAH2 FP inh 6.
Screening Cc1ccccc1CC(=O)OCC(=O)Nc1ccc(C)c(S(=O)(=O)N2CCCCC2)c1 returned PAFAH1B3 inh -3, LYPLA1 inh -7, LYPLA2 counter -21, PAD4 FP inh -3, PAFAH1B2 FP inh 4, pPAFAH FP inh 4, PREPL inhibitor 2 and PAFAH2 FP inh 10.
CCCCc1nc(C(N)=O)c2[nH]c(=O)n(-c3ccc(OCC)cc3)c2n1 was read as PAFAH1B3 inh 7, LYPLA1 inh 0, LYPLA2 counter 5, PAD4 FP inh -5, PAFAH1B2 FP inh 4, pPAFAH FP inh 4, PREPL inhibitor 7, PAFAH2 FP inh 2 and GSTO1 counter 4.
`COc1ccc(C(=O)c2oc3ccccc3c2N)cc1` gave PAFAH1B3 inh 11, LYPLA1 inh -3, LYPLA2 counter -3, PAD4 FP inh 3, PAFAH1B2 FP inh 4, pPAFAH FP inh 6, PREPL inhibitor 3, PAFAH2 FP inh 2 and GSTO1 counter 1.
`CC1CCN(S(=O)(=O)c2ccc(C(=O)NCc3ccc4c(c3)OCO4)cc2)CC1` gave PAFAH1B3 inh 7, LYPLA1 inh 1, LYPLA2 counter 0, PAD4 FP inh 0, PAFAH1B2 FP inh 3, pPAFAH FP inh -1, PREPL inhibitor 10, PAFAH2 FP inh -2 and GSTO1 counter -5.
`CNCCCC1c2ccccc2C=Cc2ccccc21` gave PAFAH1B3 inh 4, LYPLA1 inh -3, LYPLA2 counter -2, PAD4 FP inh -2, PAFAH1B2 FP inh 8, pPAFAH FP inh -9, PREPL inhibitor -39, PAFAH2 FP inh 5 and GSTO1 counter 6.
CCOc1ccc(C(=O)NC(=S)N(Cc2ccccc2)Cc2ccccc2)cc1 was read as PAFAH1B3 inh 14, LYPLA1 inh -1, LYPLA2 counter -9, PAD4 FP inh 2, PAFAH1B2 FP inh 4, pPAFAH FP inh 4, PREPL inhibitor 3, PAFAH2 FP inh 2 and GSTO1 counter 3.
Screening Cc1cc(C)c(Cn2c(=O)n(CCCC(=O)NCc3ccco3)c(=O)c3ccccc32)c(C)c1 returned PAFAH1B3 inh -10, LYPLA1 inh -3, LYPLA2 counter -5, PAD4 FP inh -2, PAFAH1B2 FP inh -3, pPAFAH FP inh 4, PREPL inhibitor -10, PAFAH2 FP inh -2 and GSTO1 counter -24.
Screening O=C(N/N=C/c1ccc(O)c(O)c1)c1ccc(-n2cnnn2)cc1 returned PAFAH1B3 inh 22, LYPLA1 inh 2, LYPLA2 counter 1, PAD4 FP inh 4, PAFAH1B2 FP inh 5, pPAFAH FP inh 5, PREPL inhibitor 19 and PAFAH2 FP inh 8.
`O=C(/C=C/c1cccc(Br)c1)N1CCN(c2cccc(C(F)(F)F)c2)CC1` gave PAFAH1B3 inh 5, LYPLA1 inh -7, LYPLA2 counter -1, PAD4 FP inh -3, PAFAH1B2 FP inh -3, pPAFAH FP inh 6, PREPL inhibitor 2, PAFAH2 FP inh 1 and GSTO1 counter 0.
O=C(c1cc2ccccc2oc1=O)N1CCCC1 was read as PAFAH1B3 inh 3, LYPLA1 inh -1, LYPLA2 counter 7, PAD4 FP inh -2, PAFAH1B2 FP inh 3, pPAFAH FP inh -2, PREPL inhibitor 5, PAFAH2 FP inh -5 and GSTO1 counter 1.
C[N+]1([O-])[C@@H]2Cc3cc4c(cc3[C@@H]1Cc1cc3c(cc12)OCO3)OCO4 (some centres undefined) was read as PAFAH1B3 inh 1, LYPLA1 inh -2, LYPLA2 counter -5, PAD4 FP inh 0, PAFAH1B2 FP inh 5, pPAFAH FP inh 7, PREPL inhibitor -6, PAFAH2 FP inh 1 and GSTO1 counter 0.
COc1cc(/C=N/N2C(=O)C3C4c5ccccc5C(c5ccccc54)C3C2=O)ccc1O (centres undefined) was read as PAFAH1B3 inh -8, LYPLA1 inh -9, LYPLA2 counter -14, PAD4 FP inh 8, PAFAH1B2 FP inh -4, pPAFAH FP inh 8, PREPL inhibitor 13, PAFAH2 FP inh -15 and GSTO1 counter -2.
`COc1cc(/C=N/Nc2nc(N3CCCC3)nc(N3CCCC3)n2)ccc1OCc1ccccc1F` gave LYPLA1 inh -2, LYPLA2 counter -3, PAD4 FP inh -2, pPAFAH FP inh -2, PREPL inhibitor -1 and GSTO1 counter 4.
Screening Cn1c(=O)c2c(ncn2CC(=O)Nc2nc(-c3ccc(F)c(F)c3)cs2)n(C)c1=O returned PAFAH1B3 inh -14, LYPLA1 inh -1, LYPLA2 counter 16, PAD4 FP inh -1, PAFAH1B2 FP inh -7, pPAFAH FP inh 3, PREPL inhibitor -35, PAFAH2 FP inh -8 and GSTO1 counter -31.
Screening CC(C)(C)C#CC(CCc1ccccc1)OS(N)(=O)=O (centres undefined) returned LYPLA1 inh 2, LYPLA2 counter -5, PAD4 FP inh -2, pPAFAH FP inh 5, PREPL inhibitor -12 and GSTO1 counter 5.
For COc1ccccc1OCC(=O)NNC(=O)c1ccoc1C the results were PAFAH1B3 inh 5, LYPLA1 inh -5, LYPLA2 counter -4, PAD4 FP inh 2, PAFAH1B2 FP inh -3, pPAFAH FP inh -5, PREPL inhibitor 2, PAFAH2 FP inh 3 and GSTO1 counter 3.
For COc1ccc(CNC(c2ccccc2)c2ccc(Cl)cc2)cc1 (centres undefined) the results were PAFAH1B3 inh -2, LYPLA1 inh 0, LYPLA2 counter -3, PAD4 FP inh 0, PAFAH1B2 FP inh 5, pPAFAH FP inh 0, PREPL inhibitor 5, PAFAH2 FP inh 3 and GSTO1 counter 4.
`Cc1cc(CNC(=O)C2CCC(=O)N(Cc3ccccc3F)C2)nn1C` (centres undefined) gave PAFAH1B3 inh 8, LYPLA1 inh 0, LYPLA2 counter -4, PAD4 FP inh 4, PAFAH1B2 FP inh 1, pPAFAH FP inh 0, PREPL inhibitor 2, PAFAH2 FP inh 1 and GSTO1 counter 0.
CCOc1ncccc1C(=O)NNC(=O)c1ccccc1-n1cccc1 was read as PAFAH1B3 inh 7, LYPLA1 inh 0, LYPLA2 counter 4, PAD4 FP inh -3, PAFAH1B2 FP inh -6, pPAFAH FP inh -2, PREPL inhibitor 11, PAFAH2 FP inh 1 and GSTO1 counter 3.
`CC(=O)Nc1cccc(OCC(=O)Nc2sccc2C(N)=O)c1` gave PAFAH1B3 inh 1, LYPLA1 inh -4, LYPLA2 counter -3, PAD4 FP inh -1, PAFAH1B2 FP inh 3, pPAFAH FP inh -1, PREPL inhibitor -5, PAFAH2 FP inh 0 and GSTO1 counter -9.
COc1cccc(CSc2nc3sc(C)c(C)c3c(=O)n2Cc2ccco2)c1 was read as PAFAH1B3 inh 7, LYPLA1 inh -2, LYPLA2 counter 11, PAD4 FP inh -1, PAFAH1B2 FP inh -1, pPAFAH FP inh 26*, PREPL inhibitor -6, PAFAH2 FP inh -2 and GSTO1 counter -7.
For N#C/C(=C\Nc1ccc(F)c(Cl)c1)C(=O)C1CC1 the results were LYPLA1 inh 1, LYPLA2 counter 4, PAD4 FP inh -3, pPAFAH FP inh 2, PREPL inhibitor 9 and GSTO1 counter -9.

The final 2 compounds of the section before come first, to join the parts.
COc1cccc(CSc2nc3sc(C)c(C)c3c(=O)n2Cc2ccco2)c1 was read as PAFAH1B3 inh 7, LYPLA1 inh -2, LYPLA2 counter 11, PAD4 FP inh -1, PAFAH1B2 FP inh -1, pPAFAH FP inh 26*, PREPL inhibitor -6, PAFAH2 FP inh -2 and GSTO1 counter -7.
For N#C/C(=C\Nc1ccc(F)c(Cl)c1)C(=O)C1CC1 the results were LYPLA1 inh 1, LYPLA2 counter 4, PAD4 FP inh -3, pPAFAH FP inh 2, PREPL inhibitor 9 and GSTO1 counter -9.
For Cc1ccc(-c2nc(NCCN(C)C)c3ccccc3n2)cc1 the results were PAFAH1B3 inh 5, LYPLA1 inh -2, LYPLA2 counter -2, PAD4 FP inh 5, PAFAH1B2 FP inh 3, pPAFAH FP inh 4, PREPL inhibitor -8, PAFAH2 FP inh -5 and GSTO1 counter -2.
Cc1cc2cc(CNC(=O)c3ccc(Br)o3)ccc2[nH]1 was read as PAFAH1B3 inh 7, LYPLA1 inh -5, LYPLA2 counter 2, PAD4 FP inh -7, PAFAH1B2 FP inh 3, pPAFAH FP inh 9, PREPL inhibitor 53*, PAFAH2 FP inh -2 and GSTO1 counter 1.
`CC1Cc2cc(S(=O)(=O)N3CCC(C(=O)N(C)Cc4ccccc4)CC3)ccc2N1C(=O)C1CC1` (centres undefined) gave PAFAH1B3 inh 1, LYPLA1 inh 1, LYPLA2 counter -2, PAD4 FP inh 0, PAFAH1B2 FP inh -1, pPAFAH FP inh 6, PREPL inhibitor 11, PAFAH2 FP inh 3 and GSTO1 counter 8.
For O=C(Nc1nc2ccccc2s1)c1ccccc1[N+](=O)[O-] the results were PAFAH1B3 inh -1, LYPLA1 inh -3, LYPLA2 counter 4, PAD4 FP inh -2, PAFAH1B2 FP inh 2, pPAFAH FP inh 2, PREPL inhibitor 5, PAFAH2 FP inh 3 and GSTO1 counter 4.
For CC(C)Cn1c(C(C)NC(=O)Cc2ccccc2)nc2ccccc21 (centres undefined) the results were PAFAH1B3 inh 15, LYPLA1 inh 0, LYPLA2 counter 6, PAD4 FP inh -2, PAFAH1B2 FP inh 2, pPAFAH FP inh -6, PREPL inhibitor 7, PAFAH2 FP inh -2 and GSTO1 counter -2.
